PMI act – activators of human PMI, primary screen, biochemical, fluorescence intensity, near-Km mannose 6-phosphate | purified human PMI, coupled resazurin fluorescence, 20 min; stronger effect = higher value; 1 = vehicle control, 0 substrate-free wells | 0.005% of 190,000 active | Mannose-6-phosphate isomerase (Homo sapiens), P34949 | activation factor at 20 µM;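 active = activation factor of 2 or more at 20 µM, relative to plate controls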
S1P3 antagonist – S1P3 receptor antagonists, primary screen, cell-based; Sphingosine 1-phosphate receptor 3 (Homo sapiens), Q99500; CHO S1P3 NFAT-BLA reporter, FRET fluorescence, antagonist mode; inhibition, % at 4.98 µM; 0.27% of 170,000 active; AID 485, 2006;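 active = inhibition above the plate cutoff, the mean inhibition of test wells on that plate plus 3 SD, cut at about 28% in these data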;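 note: cells challenged with S1P at its EC80 of 0.8 µM; blue over green emission ratio from cleaved BLA substrate after 4 h stimulation; 0% = S1P-stimulated wells and 100% = unstimulated DMSO-only wells; some compounds past the cut are filed as inactive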
PPARg SRC-2 ag – agonists of PPARg-SRC-2 recruitment, primary screen, biochemical, HTS; activation, % at 8 µM; PPARgamma LBD-SRC-2 recruitment; 0.34% of 200,000 active; Peroxisome proliferator-activated receptor gamma (Homo sapiens), P37231; in the data active = activation above about 22%;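 note: 0% = vehicle and 100% = reference agonist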
Target sequence (P37231 whole entry, looked up, the tested form may be a part): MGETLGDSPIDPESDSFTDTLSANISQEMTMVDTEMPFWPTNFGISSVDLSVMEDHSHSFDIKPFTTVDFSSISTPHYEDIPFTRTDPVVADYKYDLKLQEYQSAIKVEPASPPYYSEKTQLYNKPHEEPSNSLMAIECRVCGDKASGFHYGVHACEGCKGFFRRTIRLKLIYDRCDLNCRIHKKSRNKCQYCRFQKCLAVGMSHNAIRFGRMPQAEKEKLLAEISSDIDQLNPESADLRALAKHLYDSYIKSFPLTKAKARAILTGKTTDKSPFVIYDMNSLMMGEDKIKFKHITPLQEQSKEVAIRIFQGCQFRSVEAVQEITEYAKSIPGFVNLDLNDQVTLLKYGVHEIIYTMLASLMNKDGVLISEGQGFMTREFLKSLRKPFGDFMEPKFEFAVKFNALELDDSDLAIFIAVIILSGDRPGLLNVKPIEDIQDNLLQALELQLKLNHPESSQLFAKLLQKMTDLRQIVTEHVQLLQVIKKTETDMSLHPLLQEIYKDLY
Diaphorase act – compounds boosting diaphorase resazurin reduction – biochemical, uHTS, resorufin fluorescence, counter-screen for diaphorase-coupled primary assays, primary screen | 0.005% of 190,000 active | AID 1229, 2008 | activation factor at 20 µM | Diaphorase/resazurin coupled assay, 16 min; stronger effect = higher value; 1 = vehicle wells, 0 = NADH-free wells;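 active = diaphorase activity raised at least twofold by the compound at 20 µM; inactive = activation factor below 2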
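test system = bacterial diaphorase enzyme (C. kluyveri) | quantity = enzyme 0.07 U/mL final | reagent = NADH substrate 0.114 mM plus resazurin dye 0.1 mM, final | incubation = 16 min enzyme reaction, ambient temperature | buffer or medium = HEPES pH 7.4 buffer with MgCl2 and Tween 20 | signal = fluorescence of resorufin, 544 nm excitation, 590 nm emission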
G6PDH counter – L. mesenteroides G6PDH inhibitors, counter-screen for G6PDH-coupled screening assays, biochemical, Leuconostoc mesenteroides enzyme | glucose-6-phosphate dehydrogenase [Leuconostoc mesenteroides] | 0.12% of 200,000 active | Purified L. mesenteroides G6PDH, diaphorase/resazurin coupled fluorescence, 45 min | AID 1020, 2008 | inhibition, % at 5 µM; in the data active = inhibition above about 50%
SRC2 TRFRET art – TR-FRET signal artefacts, primary screen, artefact control for PPARgamma SRC-2 agonist project, biochemical; TR-FRET artefact counter-screen; stronger effect = higher value; 0.4% of 200,000 active; TR-FRET ratio at 8 µM; in the data active = TR-FRET ratio above about 2000; note: inactives centre near 1500
Diaphorase inh – diaphorase inhibitors and chemical oxidizers, primary screen, counter-screen for diaphorase-coupled primary assays, biochemical, uHTS, resorufin fluorescence; diaphorase resazurin-to-resorufin fluorescence, NADH, 16 min; bacterial (C. kluyveri) enzyme, not human; inhibition, % at 20 µM; 0.69% of 190,000 active; AID 1217, 2008;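 active = primary screen inhibition at 20 µM above a set limit, cut at about 50% in these data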;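 note: plate controls were DMSO with full reaction for no effect and wells lacking NADH for full effect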
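System: Diaphorase enzyme from Clostridium kluyveri | Amount: Enzyme working solution with 0.14 U/mL diaphorase | Benchmarks: No-NADH positive control and DMSO neutral control | Signal: Fluorescence of resorufin formed from resazurin, Ex 544/Em 590 nm | Schedule: 16-min room-temperature incubation before reading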
ROMK mod – ROMK potassium channel modulators, primary screen, cell-based, thallium flux, MLSMR library. ATP-sensitive inward rectifier potassium channel 1 (Homo sapiens), P48048. Tet-inducible ROMK, thallium flux fluorescence; actives lie on both sides. B-score at 10 µM. 2% of 130,000 active. AID 1918, 2009;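 active = signal ratio slope over the read window, or its plate-corrected B-score, at least 3 SD from the plate mean, either direction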;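 note: B-score of the F/F0 ratio slope over 7 to 12 s after thallium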
Target sequence (P48048 whole entry, looked up): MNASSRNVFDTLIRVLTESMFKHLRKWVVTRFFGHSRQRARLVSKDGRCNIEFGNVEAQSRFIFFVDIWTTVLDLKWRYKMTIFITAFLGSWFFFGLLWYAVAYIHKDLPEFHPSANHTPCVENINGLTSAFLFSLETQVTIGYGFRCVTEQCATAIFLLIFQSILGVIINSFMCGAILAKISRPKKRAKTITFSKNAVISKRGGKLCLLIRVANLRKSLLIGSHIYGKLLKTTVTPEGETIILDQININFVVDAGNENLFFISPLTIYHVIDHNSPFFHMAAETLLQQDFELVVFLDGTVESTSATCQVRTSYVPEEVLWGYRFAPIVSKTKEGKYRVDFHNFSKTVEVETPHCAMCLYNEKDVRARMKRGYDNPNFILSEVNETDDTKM
PPARg SRC-3 ag – PPARgamma agonists recruiting SRC-3 coactivator, primary screen, biochemical; activation, % at 8 µM; Peroxisome proliferator-activated receptor gamma (Homo sapiens), P37231; AID 731, 2007; 0.26% of 200,000 active; biochemical PPARgamma/SRC-3 coactivator recruitment assay; in the data active = activation above about 23%;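 note: 0% = DMSO and 100% = reference agonist; some compounds past the cut are filed as inactive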
PPARg SRC-1 ag – PPARgamma agonists recruiting SRC-1 coactivator, primary screen, biochemical; activation, % at 8 µM; 0.41% of 200,000 active; PPARgamma-SRC-1 coactivator recruitment biochemical assay; AID 631, 2007; in the data active = activation above about 19%;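 note: 0% = DMSO and 100% = reference agonist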
PMI act hi M6P – human PMI activators, high substrate, primary screen, biochemical, fluorescence intensity, near-saturating mannose 6-phosphate. coupled PMI enzyme assay, resazurin fluorescence, 20 min; stronger effect = higher value; 1 = untreated enzyme, 0 = substrate-free blank. activation factor at 20 µM. 0.34% of 190,000 active. Mannose-6-phosphate isomerase (Homo sapiens), P34949;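 active = activation factor of 2 or more at 20 µM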
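Test system: Human PMI in coupled enzyme assay | Input: 15 ng/mL PMI | Medium: HEPES-buffered pH 7.4 with magnesium and detergent | Compound: One concentration, 20 µM, in 1% DMSO | Incubation: Enzyme reaction with compound 20 min at room temperature | Detection: Diaphorase-driven resazurin-to-resorufin fluorescence, excitation 544, emission 590 nm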
The depositor's hits bear a star; . = no result given.

SMILES | PMI act | S1P3 antagonist | PPARg SRC-2 ag | Diaphorase act | G6PDH counter | SRC2 TRFRET art | Diaphorase inh | ROMK mod | PPARg SRC-3 ag | PPARg SRC-1 ag | PMI act hi M6P
C=CCN(C(=O)c1csnn1)C(C(=O)NC(C)(C)C)c1ccncc1 (centres undefined) | 1 | 1 | 1 | 1 | 14 | 1613 | 4 | 0.3 | 0 | 7 | 1
COCCOC(=O)C1=C(C)NC(SCC(=O)NC(C)(C)C)=C(C#N)C1c1ccco1 (centres undefined) | 1 | . | -3 | 0.8 | 7 | 1435 | 16 | 0.22 | -8 | -6 | 1
CCOCc1cnc(C)nc1NCC(=O)c1c(C)[nH]c2cc(C)ccc12 | 0.9 | . | 6 | 1.1 | -15 | 1684 | -7 | . | 0 | 4 | 1.1
O=C(CN(CCc1ccccc1)C(=O)Cn1nnc(-c2cccs2)n1)NCc1ccco1 | 0.9 | -2 | -5 | 0.8 | 13 | 1419 | 20 | . | 1 | -2 | 0.9
Cc1ccc(-n2ncc3c(=O)n(CC(=O)N4CCCc5ccccc54)cnc32)cc1C | 1 | 9 | -3 | 0.8 | -1 | 1145 | 18 | . | -9 | 2 | 1
CCC1SC2=NC(C)=C(C(=O)OCCOC)C(/C=C/c3ccccc3OC)N2C1=O (centres undefined) | 0.9 | . | -3 | 0.9 | 10 | 1355 | 15 | . | 5 | -11 | 1
C=CCSc1nncn1/N=C/c1ccc(OC)cc1 | 1.1 | -42 | -2 | 0.9 | 1 | 1471 | 9 | -0.038 | -9 | 5 | 1
CCOC(=O)Nc1ccc2c(c1)N(C(=O)CN1CCN(C)CC1)c1ccccc1S2 | 1 | -4 | 10 | 1 | -4 | 1408 | 4 | . | 11 | 8 | 1.2
Cc1nnc(SCC(=O)N2N=C(c3ccc(Cl)cc3)CC2c2ccco2)[nH]c1=O (centres undefined) | 1.2 | -20 | 14 | 0.9 | 2 | 1650 | 14 | 0.27 | 3 | 7 | 1
COCCn1c(=N)c(C(=O)NCCc2ccccc2)cc2c(=O)n3cccc(C)c3nc21 | . | 13 | 8 | . | . | 1412 | . | . | -5 | -3 | .
Cc1cc(OCCCn2ccnc2)ccc1C(C)C | 1.1 | 4 | -2 | 0.9 | 0 | 1522 | 8 | -0.65 | 0 | 4 | 1.1
Nc1ccc(CC2SC(=O)NC2=O)cc1 (centres undefined) | 0.9 | . | 9 | 0.8 | 1 | 1616 | 21 | 0.29 | 4 | -2 | 0.9
Cc1occc1-c1nnc(SCC(=O)Nc2ccccc2)n1C(C)c1ccccc1 (centres undefined) | 1 | 32 | 5 | 0.8 | -6 | 1592 | 23 | -0.2 | 0 | -2 | 0.9
O=C(CSc1nc2ccccc2s1)NCCCN1CCOCC1 | 1 | 12 | 4 | 0.8 | 11 | 1599 | 20 | -0.21 | -9 | 2 | 0.9
Cc1[nH]nc(N=CC2=C(O)CC(C)(C)CC2=O)c1-c1ccccc1 | 0.9 | -39 | 2 | 0.8 | -20 | 1446 | 24 | . | 3 | 6 | 0.8
Cc1cc(C)nc(NC(=O)c2ccc(C)c([N+](=O)[O-])c2)n1 | 0.9 | . | -1 | 0.9 | -6 | 1710 | 12 | . | 8 | 6 | 0.8
COc1ccccc1Nc1nnc(SCc2nnc(-c3cc(OC)c(OC)c(OC)c3)o2)s1 | 0.9 | -22 | 21 | 0.5 | -5 | 1757 | 50* | -0.83 | 1 | 4 | 0.9
O=C1NC(=O)/C(=C\c2ccc(OCc3cccc(C(=O)O)c3)c(Cl)c2)N1 | 1 | -9 | 1 | 0.8 | 2 | 1466 | 21 | 0.5 | 4 | 5 | 1
Cc1ccc(C(=O)N2c3ccccc3CC2C)o1 (centres undefined) | 0.9 | -21 | 4 | 1 | 3 | 1464 | 1 | 1.1 | 0 | -6 | 0.9
CCOC(=O)C1CCN(c2c(NCc3ccc(C(=O)NCCC(C)C)cc3)c(=O)c2=O)CC1 | 1.2 | -4 | -1 | 1 | 3 | 1411 | 3 | 1 | 9 | 3 | 1.1
COc1ccc(CN(C)CC(=O)Nc2c(C)cccc2C)c(OC)c1 | 1 | -16 | 8 | 1 | 8 | 1541 | 0 | -0.0086 | 4 | 10 | 1
COc1ccc(Cc2nnc(NC(=O)C3CCCO3)s2)cc1 (centres undefined) | 1 | -8 | 3 | 0.9 | 5 | 1380 | 12 | . | -6 | -8 | 1
Cc1cccc(OCC(O)Cn2c(=N)n(CCN3CCOCC3)c3ccccc32)c1 (centres undefined) | 1.1 | -12 | 0 | 1 | 5 | 1650 | 3 | . | 7 | 2 | 1.1
CCOC(=O)c1[nH]c(C)c(C(=O)N2CCOCC2)c1C | 0.9 | -43 | 4 | 0.8 | 9 | 1565 | 20 | . | 6 | -1 | 0.9
Cc1ccc2nc(-c3ccc(NC(=O)CCS(=O)(=O)c4ccccc4)cc3)sc2c1 | 0.8 | 8 | 3 | 0.9 | -12 | 1685 | 11 | . | 3 | 4 | 0.9
Later entries
SMILES | PMI act | S1P3 antagonist | PPARg SRC-2 ag | Diaphorase act | G6PDH counter | SRC2 TRFRET art | Diaphorase inh | ROMK mod | PPARg SRC-3 ag | PPARg SRC-1 ag | PMI act hi M6P
CC(=O)Nc1ccc(NC(=O)CN(c2ccc(C34CC5CC(CC(C5)C3)C4)cc2)S(C)(=O)=O)cc1 | 0.9 | . | 3 | 0.9 | 3 | 1506 | 9 | 0.41 | 6 | 0 | 0.9
CCOc1ccc(C(=O)Nc2ccc(NC(=O)c3ccco3)c(Cl)c2)cc1Br | 1 | 13 | 15 | 0.9 | 0 | 1743 | 10 | . | 4 | 8 | 0.9
Cc1ccc(S(=O)(=O)N(CC(=O)O)Cc2ccccc2F)cc1 | 0.9 | -14 | 3 | 0.9 | 22 | 1587 | 12 | -0.35 | -2 | -9 | 1
O=C(CCn1c(=O)oc2ccccc21)Nc1ccccc1 | 1 | -2 | 4 | 0.8 | -3 | 1547 | 17 | . | -14 | 2 | 1
COC(=O)c1ccc(-n2nnnc2SCc2nn[nH]n2)cc1 | 1 | 1 | 1 | 0.9 | 10 | 1562 | 14 | . | 11 | 5 | 1
Cn1c(NC(=O)c2ccccc2NC(=O)C(C)(C)C)nc2ccccc21 | 0.8 | 8 | 0 | 0.8 | -30 | 1254 | 19 | . | 4 | -3 | 0.8
COc1ccc(Nc2c(-c3ccco3)nc3ccc(C)cn23)cc1 | 1.1 | -2 | 5 | 0.8 | 4 | 1633 | 21 | 0.19 | 7 | 12 | 0.6
COc1ccc(C(=O)NCc2nnc(SCCOc3ccccc3)n2C)cc1 | 1 | 6 | 0 | 0.9 | -5 | 1403 | 10 | -0.28 | -2 | -2 | 1
Cc1cccc(C)c1NC1=C(Cl)C(=O)OC1OC(C)C (centres undefined) | 0.9 | -8 | -3 | 1 | 18 | 1762 | 0 | -0.18 | 4 | 5 | 0.9
COc1cccc(C(=O)N2CCN(Cc3ccccn3)CC2)c1OC | 0.9 | . | 2 | 0.9 | 4 | 1573 | 8 | 0.8 | 6 | -2 | 1
COc1cccc(-c2c(C#N)c(N)nc3c2c(=O)nc2sccn23)c1 | 1 | -24 | 6 | 0.9 | -1 | 1628 | 13 | 0.091 | 3 | 16 | 1
CCOC(=O)N1CCN(C(=O)CN(Cc2ccccc2)S(=O)(=O)c2ccc(OC)c(Cl)c2)CC1 | 0.9 | . | 6 | 0.8 | 9 | 1574 | 23 | . | 2 | 9 | 0.9
COc1ccc(CCNC(=O)CSC2=Nc3ccccc3C3=NC(C(C)C)C(=O)N23)cc1OC (centres undefined) | 1 | -12 | 4 | 0.9 | 4 | 1421 | 8 | 0.47 | 14 | 6 | 1
CC(=O)Nc1ccc(S(=O)(=O)NCCC(=O)OCCN2C(=O)c3ccccc3C2=O)cc1 | 1 | -16 | 3 | 0.8 | 3 | 1503 | 19 | -0.71 | 4 | 2 | 1
O=C(Nc1cccnc1)c1ccc(Br)s1 | 1 | -18 | -5 | 1 | 11 | 1519 | -4 | . | -1 | 2 | 1.1
CCOc1cc(CNCCc2ccc(S(N)(=O)=O)cc2)ccc1OCc1ccccc1 | 1 | . | -6 | 1.1 | 17 | 1261 | -6 | -1.1 | -4 | -3 | 0.9
Cc1[nH]c2ccccc2c1C(=O)C(=O)N1CCN(C)CC1 | 1.1 | -10 | 1 | 1.1 | 8 | 1555 | -7 | 0.35 | -1 | 7 | 1.1
CCN(CC)S(=O)(=O)c1ccc(C(=O)NCc2cccs2)cc1 | 1 | . | -8 | 0.9 | 8 | 1454 | 5 | -0.7 | -5 | -7 | 1
COc1cc(C)ccc1OCCCOc1ccccc1Br | 0.8 | . | 6 | 0.9 | 2 | 1470 | 13 | 0.48 | -4 | 6 | 0.9

Reformatted: results already given
Every second line gives: PMI act	S1P3 antagonist	PPARg SRC-2 ag	Diaphorase act	G6PDH counter	SRC2 TRFRET art	Diaphorase inh	ROMK mod	PPARg SRC-3 ag	PPARg SRC-1 ag	PMI act hi M6P
CCOC(=O)N1CCN(C(=O)CN(Cc2ccccc2)S(=O)(=O)c2ccc(OC)c(Cl)c2)CC1
 : 0.9	.	6	0.8	9	1574	23	.	2	9	0.9
COc1ccc(CCNC(=O)CSC2=Nc3ccccc3C3=NC(C(C)C)C(=O)N23)cc1OC (centres undefined)
 : 1	-12	4	0.9	4	1421	8	0.47	14	6	1

A few values from the list.
COc1ccc(Cc2nnc(NC(=O)C3CCCO3)s2)cc1 (centres undefined) in PPARg SRC-3 ag: -6
COc1cccc(-c2c(C#N)c(N)nc3c2c(=O)nc2sccn23)c1 in PPARg SRC-3 ag: 3
Cc1ccc2nc(-c3ccc(NC(=O)CCS(=O)(=O)c4ccccc4)cc3)sc2c1 in PPARg SRC-3 ag: 3
CCOC(=O)N1CCN(C(=O)CN(Cc2ccccc2)S(=O)(=O)c2ccc(OC)c(Cl)c2)CC1 in Diaphorase inh: 23

Screens from PubChem.
